TRPV1 agonist: HTS Assay for Compounds that Act as Agonists of the Vanilloid Receptor 1. TRPV1-expressing cells, Fluo-8 calcium influx, agonist mode. activation, % at 8.33 µM. AID 540275, 2011. 0.19% of 320,000 active. Transient receptor potential cation channel subfamily V member 1 (Homo sapiens), Q8NER1; in the data active means activation above about 80%; inconclusive means between about 30% and that limit; further: 0% is about no effect
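Fluo-8 calcium influx in TRPV1-expressing cells, kinetic read (ex 480/em 520 nm). Compound added and read 3 min for agonist activity, followed by capsaicin at EC20 final and 2 min further read for enhancement.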
TSG101-PTAP inh: qHTS Assay for Iinhibitors of HIV-1 Budding by Blocking the Interaction of PTAP/TSG101. Tumor susceptibility gene 101 protein (Homo sapiens), Q99816. Fluorescence polarization, FITC-PTAP peptide / Tsg101 binding. Potency, µM (doses to about 115 µM), inactives show at the top dose activity change, negative = inhibition, most hits filed as inhibitors. 340,000 tested, under 10 active; active means well fitted inhibition curve with a large enough effect in the main read-out, with a control signal flat, not every such curve was filed as active; inconclusive means small, poorly fitted or top-dose-only effect, or effect the other way, or a change in a side signal; inactive means no such curve, though single readings can be large or run the other way; further: potency means the concentration at half of the fitted maximal effect; % of control where 0% means no effect
Target sequence (Q99816 whole entry, looked up): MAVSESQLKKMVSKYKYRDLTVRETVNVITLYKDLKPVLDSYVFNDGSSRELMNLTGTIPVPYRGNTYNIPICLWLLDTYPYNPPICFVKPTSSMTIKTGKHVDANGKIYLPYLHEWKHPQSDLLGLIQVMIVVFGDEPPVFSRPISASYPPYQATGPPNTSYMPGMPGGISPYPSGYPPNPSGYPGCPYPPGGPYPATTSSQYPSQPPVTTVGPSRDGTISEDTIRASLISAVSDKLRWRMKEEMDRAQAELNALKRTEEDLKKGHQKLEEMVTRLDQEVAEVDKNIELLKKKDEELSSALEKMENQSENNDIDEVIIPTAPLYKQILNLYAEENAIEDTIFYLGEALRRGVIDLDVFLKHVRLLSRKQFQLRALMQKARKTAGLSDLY
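FP read-out: FITC-PTAP peptide, 50 nM final, binding Tsg101 binding domain, 10 uM final; 20 min, r.t.; 10 mM HEPES pH 7.5, 0.15 M NaCl, 0.01% Tween 20, 3 mM EDTA, 0.1 mM TCEP.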
Integrin act MD: qHTS for Activators of Integrin-Mediated Alleviation for Muscular Dystrophy; alpha7betagal myoblasts, beta-gal FDG fluorescence, 48 h; Potency, µM (doses to about 38.3 µM), for the others: at the top dose activation, usual class: activators; 0.064% of 350,000 active;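 further: potency means the concentration at half of the fitted maximal effect; 100% = response of the positive control SU9516; nearly all actives have a fitted effect of over 60% in size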
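Alpha7betagal+/- myoblasts (passage 13) were plated 16-24 hr, then exposed to compounds (1:260 dilution of DMSO stock) for 48 hours at 37C. After MPER lysis, β-galactosidase reporter activity was read as FDG fluorescence (ex 480/em 540) after 30 minutes.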
p53 reactivation: qHTS assay for re-activators of p53 using a Luc reporter. 0.063% of 320,000 active. Potency, µM (highest dose often 92.2 µM), for the others: top-dose activity change, positive = activation, actives largely listed as activators. H1299 p53-A138V BP100-luciferase reporter, luminescence, 24 h; further: potency means the concentration at half of the fitted maximal effect; % of control where 0% means no effect; nearly all actives have a fitted effect of over 45% in size
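p53-null H1299 cells stably carrying temperature-sensitive p53-A138V and a BP100-luciferase reporter were pinned with compounds (4-point, 1:5 series) and held 24 hrs at 37 deg C. Luminescence was read 10 min after detection reagent.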
TCR act: Activators of T cell receptors: qHTS campaign. primary human leukocytes, anti-CD3, IL-2 HTRF, 48 h. Potency, µM (titrated, usually from 9.22 µM), without a hit: at the top dose activation of IL-2 secretion, actives largely listed as activators. 330,000 tested, under 10 active; further: % of control where 0% means no effect
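HTRF read-out of IL-2 secretion: europium cryptate donor excited at 320nm, d2 acceptor emission at 665nm. Cells were primary human leukocytes incubated 48 hr with compounds and a-CD3 beads, supplying TCR signal only.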
B2AR arrestin: qHTS assay of beta-arrestin-biased ligands of beta2-adrenergic receptor; Beta-2 adrenergic receptor (Homo sapiens), P07550; beta-arrestin recruitment to beta2AR, cell-based reporter; Potency, µM (series often up to 46.1 µM), for the others: top-dose activation, actives largely listed as activators; 0.02% of 330,000 active; AID 492947, 2010;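 further: potency means the concentration at half of the fitted maximal effect; 0% = DMSO controls and full agonism = EC100 isoproterenol or metaproterenol; nearly all actives have a fitted effect of over 65% in size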
Target sequence (P07550 whole entry, looked up): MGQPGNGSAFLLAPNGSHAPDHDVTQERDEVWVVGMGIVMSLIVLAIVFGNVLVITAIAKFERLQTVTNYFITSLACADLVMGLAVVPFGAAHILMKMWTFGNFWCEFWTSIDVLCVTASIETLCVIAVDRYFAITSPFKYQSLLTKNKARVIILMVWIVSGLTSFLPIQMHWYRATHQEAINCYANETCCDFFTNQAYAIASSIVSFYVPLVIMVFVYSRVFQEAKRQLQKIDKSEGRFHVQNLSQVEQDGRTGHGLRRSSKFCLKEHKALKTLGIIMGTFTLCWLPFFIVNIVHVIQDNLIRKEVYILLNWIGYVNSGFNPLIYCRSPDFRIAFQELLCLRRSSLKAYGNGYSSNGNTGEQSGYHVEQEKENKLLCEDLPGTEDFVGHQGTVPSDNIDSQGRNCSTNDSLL
AT treatment: qHTS Assay for Identifying a Potential Treatment of Ataxia-Telangiectasia; […] A-T fibroblasts, KAP-1 phosphorylation AlphaLISA; neocarzinostatin DNA damage 30 min before lysis; Potency, µM (series often up to 57.5 µM), for the others: top-dose activation, actives largely listed as activators; 0.19% of 320,000 active; further: potency means the concentration at half of the fitted maximal effect; % of control where 0% means no effect; nearly all actives have a fitted effect of over 45% in size
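hTERT-immortalized A-T patient fibroblasts ([…]), 500 cells/well in OPTI-MEM, 1% FBS, got compounds for 60 min, then NCS for 30 min at 37C. Lysates were then assayed for phospho-KAP-1 by AlphaLISA (anti-pKAP1 donor, anti-KAP1 acceptor beads), 6 hr at 25C.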
BRCA1 expr act: qHTS Assay to Identify Small Molecule Activators of BRCA1 Expression; MCF7-BRCA1-FFLuc reporter, luminescence, 48 h; response scale: scaled: vehicle 0%, 10 µM genistein 100%; Potency, µM (series often up to 46.1 µM), without a hit: at the highest dose activation, usual class: activators; 1.1% of 380,000 active; AID 624202, 2012; further: potency means the concentration at half of the fitted maximal effect; nearly all actives have a fitted effect of over 80% in size; some results filed as inactive show a strong effect at the top dose
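48 h compound treatment of MCF7-BRCA1-FFLuc cells (phenol-red free MEM, 37 °C), then 15 min with luciferase substrate and luminescence imaging.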
CXXC DNA block: qHTS Fluorescence Polarization Assay for Inhibitors of MLL CXXC domain - DNA interaction; Histone-lysine N-methyltransferase 2A (Homo sapiens), Q03164; MLL-CXXC / FITC-HOXA9 DNA fluorescence polarization; Potency, µM (doses to about 115 µM), without a hit: at the top dose activity change, negative = inhibition, usual class: inhibitors; 0.037% of 290,000 active; active means well fitted inhibition curve with a large enough effect in the polarisation, with a control signal flat, not every such curve was filed as active; inconclusive means small, poorly fitted or top-dose-only effect, or effect the other way, or a change in a side signal; inactive means no such curve, though single readings can be large or run the other way; the % refers to the polarisation; further: potency means the concentration at half of the fitted maximal effect
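Purified MLL-CXXC (added from a 7 uM solution) was preincubated 5 min at ambient with pinned compounds in 50 mM Tris-HCl pH 7.5, 50 mM NaCl, 1 mM DTT, 0.05% BSA. Fluorescein-labeled HOX-A9 DNA (50 nM solution) followed, 30 min, then polarization read.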
ELG1 DNA repair: qHTS screen for small molecules that inhibit ELG1-dependent DNA repair in human embryonic kidney (HEK293T) cells expressing luciferase-tagged ELG1. 2.3% of 330,000 active. Potency, µM (titrated, usually from 46.1 µM), for inactives: top-dose activity change, negative = inhibition, most hits filed as inhibitors. AID 504467, 2011. HEK293T ELG1-luciferase reporter, luminescence, 16 h; DNA damage induced by 5-fluorouridine; further: potency means the concentration at half of the fitted maximal effect; on the % scale 0 is the no-effect control and ±100 the full control effect; nearly all actives have a fitted effect of over 55% in size
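Step one: seed 2,000 cells per well. Step two: pin-transfer compound or DMSO alongside 5-fluorouridine. Step three: incubate 16 hr, 37 °C, 5% CO2. Step four: add ONE-Glo, wait 30 min, read luminescence.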
The depositor's hits bear a star; ? = inconclusive; nt = not tested or not shown; [ ] = dose if it differs, or a comment. Unless noted, the call rests on the fitted dose curve; in most records, active means well fitted curve in the direction sought with a large enough effect; inconclusive means small, poorly fitted or top-dose-only effect, or another doubt; inactive means no such curve, though single readings can be large; an effect the other way counts as inactive or inconclusive.

SMILES	TRPV1 agonist	TSG101-PTAP inh	Integrin act MD	p53 reactivation	TCR act	B2AR arrestin	AT treatment	BRCA1 expr act	CXXC DNA block	ELG1 DNA repair
Cc1ccc(-n2nc(C)c3c2OC(N)=C(C#N)C3c2ccccc2F)cc1 (stereo not given)	6	0%	-8%	1%	11%	-0.1%	-7%	-56%	-3%	?
Cc1ccc(OCCC(=O)OCC(=O)Nc2ccc(Cl)cn2)cc1	8	-2%	3%	2%	-23%	-0.2%	2%	15%	19%	-2%
COc1cc(/C=C2/CCC/C(=C\c3cc(O)c(OC)c(Cl)c3)C2=O)cc(Cl)c1O	6	-12%	-2%	-9%	1%	-0.2%	-10%	-88%	-14%	15µM*
CCc1ccc(NC(=O)CSc2nc(O)cc(=O)n2C2CCCC2)cc1	0	-2%	1%	-2%	-1%	0.2%	-5%	0%	-2%	8%
O=C(CN1CCN(S(=O)(=O)c2ccc(Cl)s2)CC1)N1CCOCC1	-1	1%	19%	-2%	-1%	3.1%	-1%	-5%	-4%	-14%
O=C(N=C1SC2CS(=O)(=O)CC2N1c1ccccc1)c1cccc([N+](=O)[O-])c1 (stereo not given)	2	-1%	28%	-3%	-2%	-0.3%	7%	13%	nt	?
COc1ccc(CNC[C@H]2O[C@@H](n3ccc(=O)[nH]c3=O)[C@H](O)[C@@H]2O)cc1OC	nt	-1%	0%	nt	-4%	nt	nt	-13%	nt	nt
Cc1c(C(=O)Nc2ccc3c(c2)OCCO3)sc2nc(-c3ccccc3)cn12	0	2%	-36%	4%	3%[46.1 µM]	-0.3%	4%	-65%	-7%	13µM*
CCc1cccc2c(C(=O)COC(=O)c3cccc(S(=O)(=O)N(C)C4CCCCC4)c3)c[nH]c12	2	-3%	-13%	-9%	1%[46.1 µM]	0.5%	4%	-23%	13%	-16%
CCOC(=O)C1=C(C)N(Cc2ccc(C(=O)O)cc2)C(=O)NC1c1ccc([N+](=O)[O-])cc1 (stereo not given)	-4	-3%	13%	-4%	3%	-1.2%	-1%	21%	-5%	9%
COc1ccc([C@H]2CC(=O)C=C(c3cc(Cl)ccc3C)C2)cc1	6	-7%	5%	-3%	-2%	0.2%	12%	0%	nt	?
Cc1ccc(C(=O)Nc2ccccc2Sc2ccccc2)cc1	5	-3%	29%	?	2%[46.1 µM]	0.2%	29%	1%	5%	?
O=C(Nc1ccc2[nH]c(=S)sc2c1)Nc1ccccc1F	28	-6%	10%	?	6%	-0.9%	-5%	95%	6%	?
O=C(CCCCCN1C(=O)[C@@H]2Cc3ccccc3CN2C1=O)N[C@@H](Cc1ccc(O)cc1)C(=O)O	-3	-6%	12%	12%	-5%	-0.5%	2%	6%	-10%	8%
Cc1ccc(OCCNC(=O)c2ccc(COc3ccccc3)o2)cc1	25	-4%	-12%	1%	0%	-0.2%	7%	-7%	nt	2%
Cc1cc(C)n(C(=O)c2ccc(S(=O)(=O)NCC3CCCO3)cc2)n1 (stereo not given)	1	1%	-19%	0%	5%	0.0%	-1%	9%	17%	4%
C=CCn1c(=O)c(C(=O)Nc2ccccc2C)c(O)c2ccccc21	-1	3%	40%	?	nt	-1.1%	12%	9%	9%	?
CCCCC(=O)NC(=S)Nc1cccc(NC(=O)c2ccco2)c1	12	-3%	-6%	-14%	-3%[46.1 µM]	0.1%	-3%	3%	-5%	?
COc1ccc(NC(=O)c2cc(-c3ccco3)on2)c(OC)c1	-1	1%	1%	3%	1%	0.3%	11%	-34%	14%	16%
Cc1cccc(NC(=S)N(CCN2CCOCC2)Cc2cc3cc4c(cc3[nH]c2=O)OCO4)c1	?	0%	-24%	0%	-3%	-0.8%	8%	-15%	-13%	?
CC(C)(C)c1cc(-c2nc(N)nc(N)n2)c(O)c(C(C)(C)C)c1	9	?	-47%[inhibitor]	-19%	1%	0.1%	-9%	-68%	nt	?
Cc1cc2c(cc1S(=O)(=O)CCC(=O)N1CC(C)CC(C)C1)OCC(=O)N2 (stereo not given)	1	0%	-3%	8%	6%	0.0%	-20%	27%	nt	8%
Cc1ccc(S(=O)(=O)CCc2nc3ccccc3n2CCC#N)cc1	-4	0%	0%	-15%	-2%	-0.3%	-1%	-78%	5%	-3%
Cc1cc(C)c2nc(Nc3nc(-c4ccccc4)cc(=O)[nH]3)nc(C)c2c1	5	0%	19%	0%	3%	-0.2%	-6%	31%	-1%	?
COCCNC(=O)C(=O)N/N=C(\C)CC(=O)Nc1ccc2c(c1)OCO2	1	-6%	17%	7%	7%	-0.3%	-3%	-6%	-6%	6%

Other compounds follow:
SMILES	TRPV1 agonist	TSG101-PTAP inh	Integrin act MD	p53 reactivation	TCR act	B2AR arrestin	AT treatment	BRCA1 expr act	CXXC DNA block	ELG1 DNA repair
O=C(COC(=O)c1ccccc1Sc1ccc(C(F)(F)F)cc1[N+](=O)[O-])NC(=O)NC1CCCC1	0	1%	9%	?	2%[46.1 µM]	-0.4%	0%	-70%	4%	?
CC(=O)N[C@@H](Cc1c[nH]c2ccccc12)C(=O)NC1CC1	-2	-1%	?	-4%	0%	-0.5%	5%	-6%	6%	-1%
Cc1ccc(N(CC(=O)N/N=C/c2cccs2)S(C)(=O)=O)cc1Cl	0	-1%	-22%	-3%	-6%	0.9%	2%	-24%	-3%	0%
O=c1[nH]c2cc3c(cc2cc1C(c1nnnn1CC1CCCO1)N1CCCC1)OCO3 (stereo not given)	-3	1%	-7%	3%	5%	-0.1%	-4%	7%	0%	-17%
C=CCN(CC=C)c1nc2ccccc2nc1C(C#N)C(=O)OC(C)C (stereo not given)	?	-5%	-1%	-4%	-3%[46.1 µM]	-0.3%	2%	-28%	-11%	-9%
O=C(NCc1ccc(F)cc1)C1CCCN1C(=O)NCc1ccccc1 (stereo not given)	-1	-6%	7%	-3%	-7%	0.2%	3%	6%	5%	-8%
CCOC(=O)CSC1=N/C(=C\c2ccc(OC)c(OC)c2)C(=O)N1C	1	-5%	-5%	-3%	-2%[46.1 µM]	0.2%	-6%	-15%	8%	-17%
Cc1cccc(C)c1NC(=O)CN(C)C(=O)c1cc([N+](=O)[O-])ccc1N1CCOCC1	-2	-4%	-7%	-1%	-1%	0.3%	-2%	-17%	9%	-6%
Cc1cc(C(F)(F)F)c2c(=O)[nH]c(=O)n(Cc3ccccc3)c2n1	0	-7%	-9%	-12%	-17%	-0.1%	2%	-11%	-26%	3%
NC(=O)CC[C@@H]1NC(=O)[C@H](CO)NC(=O)c2cc([N+](=O)[O-])cc(I)c2NCC[C@@H](C(N)=O)NC(=O)[C@H](Cc2ccc(O)cc2)NC1=O	3	nt	nt	-7%	nt	-0.4%	2%	nt	7%	22%
COc1cccc2cc(C(=O)Nc3ccccc3C(=O)N3CCOCC3)oc12	0	-1%	-2%	nt	-4%	-0.5%	3%	-7%	-7%	-1%
Cc1nnc(SCc2ccccc2F)n1NCc1cccs1	?	-6%	10%	28%	nt	-0.2%	3%	61%	1%	?
CCOC(=O)c1oc2cccc(O)c2c1C	-2	-1%	11%	?	3%	-0.7%	7%	57%	1%	?

Record cards, from the list above. Values in the order: TRPV1 agonist	TSG101-PTAP inh	Integrin act MD	p53 reactivation	TCR act	B2AR arrestin	AT treatment	BRCA1 expr act	CXXC DNA block	ELG1 DNA repair
Cc1ccc(N(CC(=O)N/N=C/c2cccs2)S(C)(=O)=O)cc1Cl across the screens: 0	-1%	-22%	-3%	-6%	0.9%	2%	-24%	-3%	0%
NC(=O)CC[C@@H]1NC(=O)[C@H](CO)NC(=O)c2cc([N+](=O)[O-])cc(I)c2NCC[C@@H](C(N)=O)NC(=O)[C@H](Cc2ccc(O)cc2)NC1=O across the screens: 3	nt	nt	-7%	nt	-0.4%	2%	nt	7%	22%
O=C(COC(=O)c1ccccc1Sc1ccc(C(F)(F)F)cc1[N+](=O)[O-])NC(=O)NC1CCCC1 across the screens: 0	1%	9%	?	2%[46.1 µM]	-0.4%	0%	-70%	4%	?
CC(=O)N[C@@H](Cc1c[nH]c2ccccc12)C(=O)NC1CC1 across the screens: -2	-1%	?	-4%	0%	-0.5%	5%	-6%	6%	-1%
O=c1[nH]c2cc3c(cc2cc1C(c1nnnn1CC1CCCO1)N1CCCC1)OCO3 (stereo not given) across the screens: -3	1%	-7%	3%	5%	-0.1%	-4%	7%	0%	-17%
